Assay outcomes as filed in PubChem.
Cneo AK release: Cryptococcus neoformans lysis via adenylate kinase release; C. neoformans lysis, adenylate kinase release luminescence, 4 h; normalised: neutral wells 0, clomiphene wells 100; lysis activity, % at 15 µM; hit rate 0.2% among 360,000; AID 651654;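 active = mean lysis activity across replicates of at least 80%, whatever share of replicates individually reach that level; inactive = mean lysis activity below 80%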
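Test system: log-phase Cryptococcus neoformans yeast cells. Input: 5 × 10^6 yeast cells/mL. Medium: fresh YPD growth medium. Doses: single dose. Incubation: static 4 h at 37 °C with compound, 1 h detection. Measured by: luminescent adenylate kinase detection reagent. Read-out: signal increase indicating cell lysis. Benchmarks: Clomiphene.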
ERAP1 HTS inh: inhibitors of human ERAP1 aminopeptidase | Q9NZ08 | recombinant ERAP1, Leu-AMC fluorescence, 60 min | inhibition, % at 10.7 µM | hit rate 0.15% among 340,000;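 active = mean replicate inhibition of at least 30%, or all replicates individually reaching that 30% level; inactive = mean below 30% and not every replicate reaching it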;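 note: 0% = neutral control wells and 100% = L-leucinethiol positive control wells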
PglD DTNB: blocks C. jejuni PglD acetyltransferase activity. hit rate 0.098% among 360,000. inhibition, % at 12.5 µM. purified PglD enzyme, DTNB colorimetric CoA detection; in the data active = inhibition above about 16%, passing the limit was not always enough; inconclusive = no clear call, values can overlap the other calls; note: strong numbers were not always called active
RAD54 branch: RAD54 (human) branch migration inhibition. hit rate 0.14% among 360,000. inhibition, % at 10.4 µM. RAD54 Holliday junction branch migration, FAM/BHQ fluorescence. AID 602329;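 active = mean normalized replicate activity at least 40 and at least half of replicates scoring 40 or more; inconclusive = only one of the two criteria met; inactive = mean below 40 and under half of replicates reaching 40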;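 note: 0% = median of neutral control wells and 100% = median of positive control wells; inhibitors cause a drop in the FAM fluorescence signal; in these data hits start at about 50%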
Target sequence (Q92698 whole entry, looked up): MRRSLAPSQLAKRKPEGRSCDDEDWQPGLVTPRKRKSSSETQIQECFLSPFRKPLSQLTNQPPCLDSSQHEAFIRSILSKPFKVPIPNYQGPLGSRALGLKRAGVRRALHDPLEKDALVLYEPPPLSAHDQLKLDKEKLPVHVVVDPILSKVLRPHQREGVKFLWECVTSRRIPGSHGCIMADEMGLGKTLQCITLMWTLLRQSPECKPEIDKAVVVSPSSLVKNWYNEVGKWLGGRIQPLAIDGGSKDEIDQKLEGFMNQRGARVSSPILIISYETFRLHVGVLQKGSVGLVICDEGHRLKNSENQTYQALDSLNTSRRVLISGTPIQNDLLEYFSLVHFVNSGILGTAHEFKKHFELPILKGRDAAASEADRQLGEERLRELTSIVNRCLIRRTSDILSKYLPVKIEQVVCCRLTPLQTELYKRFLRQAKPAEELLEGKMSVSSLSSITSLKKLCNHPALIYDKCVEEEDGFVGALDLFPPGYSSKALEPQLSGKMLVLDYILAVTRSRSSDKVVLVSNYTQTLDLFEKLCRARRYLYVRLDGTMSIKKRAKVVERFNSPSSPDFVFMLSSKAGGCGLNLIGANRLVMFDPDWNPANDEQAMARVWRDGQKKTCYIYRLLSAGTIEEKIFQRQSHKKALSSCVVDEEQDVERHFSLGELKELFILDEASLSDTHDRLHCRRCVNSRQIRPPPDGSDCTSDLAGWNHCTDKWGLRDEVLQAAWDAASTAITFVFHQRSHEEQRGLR
E-sel inducer: induces E-selectin expression in human endothelial cells. P16581. HUVEC E-selectin immunofluorescence imaging; normalized: neutral wells 0, TNF-alpha wells 100. activation, % at 7.58 µM. hit rate 0.37% among 260,000. AID 686992;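 active = mean E-selectin-positive cell signal at least 10% of the positive control, reached in at least 60% of replicates, without over 20% cell loss; inconclusive = no rule given, readout overlaps actives, possibly toxicity-flagged; inactive = the rest, including those meeting only one limit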;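 note: in these data hits start at about 27%; measured in HUVEC primary endothelial cells; signal is the percent of cells scored E-selectin positive by PE staining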
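Assay system: HUVEC primary endothelial cells. Input: 3,000 HUVEC seeded per well. Doses: one compound dose added by pin transfer. Read-out basis: % PE-positive cells. Benchmarks: TNF-alpha high, DMSO low. Detection: immunofluorescence imaging. Buffer or medium: EGM-2, gelatin.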
RAD52 anneal inh: inhibitors of human RAD52 DNA annealing | P43351 | recombinant RAD52 DNA annealing, FRET fluorescence | inhibition, % at 18.7 µM | hit rate 0.46% among 360,000 | AID 651710;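 active = every replicate showing at least 50% inhibition; inconclusive = mean inhibition at least 50% but not in every replicate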
miR-122 sensor: blocks miR-122 activity in Huh7 sensor cells | Huh7 miR-122 Renilla luciferase sensor, 48 h; neutral wells = 0, positive control = 100 | activation (reporter increase), % at 12.5 µM | hit rate 0.3% among 340,000;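 active = mean replicate activation score at least 90 and every replicate individually at or above 90; inconclusive = only one of the two criteria met; inactive = neither criterion met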;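 note: higher luciferase means less miR-122 activity so hits act as miR-122 inhibitors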
PGC1a acetyl inh: lowers PGC1a acetylation signal in U2OS cells; AlphaScreen anti-acetyl-lysine; with virally co-expressed GCN5 acetyltransferase; hit rate 0.17% among 350,000; inhibition, % at 15.6 µM;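 active = every replicate shows inhibition of at least 40%; inconclusive = mean inhibition at least 40% but some replicate below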;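 note: 0% = neutral control wells and 100% = positive control wells; some results beyond the cut were filed as inactive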
The depositor's hits bear a star; & = joins results of further samples; [ ] = remark or other dose. Random draw from the library; 1.4% or so of the library scored in one or more.

`CCCCN(C(=O)COc1ccc(C)cc1OC)c1c(N)n(CCC)c(=O)[nH]c1=O` gave Cneo AK release -1, ERAP1 HTS inh 2, PglD DTNB 1, RAD54 branch 7, E-sel inducer 0.2, RAD52 anneal inh 2, miR-122 sensor -1 and PGC1a acetyl inh -2.
COCC(=O)N1CCC(n2nccc2NC(=O)c2ccccc2OC)CC1 was read as Cneo AK release -2, ERAP1 HTS inh 2, PglD DTNB 2, RAD54 branch -10, RAD52 anneal inh -3 and miR-122 sensor -2.
Screening COc1ccc(-n2c(SCC(N)=O)nc3sc4c(c3c2=O)CCC4)cc1 returned Cneo AK release 3, ERAP1 HTS inh 2, PglD DTNB 13, RAD54 branch 7, RAD52 anneal inh -9, miR-122 sensor 4 and PGC1a acetyl inh -2.
Screening COc1ccc(-n2c(O)cnc2Nc2nc(C)cc(C)n2)cc1OC returned Cneo AK release 0, ERAP1 HTS inh -1, PglD DTNB -2, RAD54 branch 4, RAD52 anneal inh -12, miR-122 sensor 0 and PGC1a acetyl inh 11.
Screening Cc1cc(C(F)(F)Cl)n2ncc(-c3ccccn3)c2n1 returned Cneo AK release 2, ERAP1 HTS inh 4, PglD DTNB -1, RAD54 branch 1, E-sel inducer -0.1, RAD52 anneal inh -9, miR-122 sensor 2 and PGC1a acetyl inh -2.
`COc1cc(CNc2nnnn2C)cc(OC)c1OC` gave Cneo AK release 0, ERAP1 HTS inh 0, PglD DTNB 8, RAD54 branch -5, RAD52 anneal inh -3, miR-122 sensor -3 and PGC1a acetyl inh 5.
For CCC(=O)NC(c1ccc(C)cc1)c1ccc2cccnc2c1O (configuration not stated) the results were Cneo AK release 1, ERAP1 HTS inh -3, PglD DTNB -1, RAD54 branch 7, E-sel inducer -0.3, RAD52 anneal inh -5, miR-122 sensor -6 and PGC1a acetyl inh 14.
`COC(=O)c1ccc(COC(=O)C2CCN(S(=O)(=O)c3c(C)cc(C)cc3C)CC2)o1` gave Cneo AK release -1, ERAP1 HTS inh -2, PglD DTNB 3, RAD54 branch 2, E-sel inducer -0.3, RAD52 anneal inh -28, miR-122 sensor -2 and PGC1a acetyl inh 8.
For CCCc1cc(=O)oc2cc(OCC(=O)NCCc3c[nH]c4ccccc34)ccc12 the results were Cneo AK release -2, ERAP1 HTS inh 0, PglD DTNB 0, RAD54 branch -2, RAD52 anneal inh -14, miR-122 sensor 1 and PGC1a acetyl inh -4.
Screening Cc1cccc(C(OC(=O)c2ccco2)C(=O)NCc2ccccc2)n1 (configuration not stated) returned Cneo AK release 0, PglD DTNB 0, RAD54 branch -5, miR-122 sensor 3 and PGC1a acetyl inh 4.
`CCCCOc1ccc(/C(N)=N/O)cc1` gave Cneo AK release -1, ERAP1 HTS inh -1, PglD DTNB -8, RAD54 branch 1, RAD52 anneal inh 6, miR-122 sensor -1 and PGC1a acetyl inh 3.
CCCNC(=O)C[C@H]1CC[C@@H]2[C@H](COC[C@H](O)CN2C(=O)c2ccccn2)O1 was read as Cneo AK release -5, ERAP1 HTS inh 2, PglD DTNB -1, RAD54 branch -11, E-sel inducer 0.0, RAD52 anneal inh -4, miR-122 sensor 7[16.7 µM] and PGC1a acetyl inh 2.
Screening C/C=C/c1ccc2c(c1)O[C@H](CN(C)S(C)(=O)=O)[C@H](C)CN([C@@H](C)CO)S2(=O)=O returned Cneo AK release -6, ERAP1 HTS inh 4, PglD DTNB -2, RAD54 branch -2, E-sel inducer -2.2, RAD52 anneal inh 1, miR-122 sensor 7[16.7 µM] and PGC1a acetyl inh 3.
Screening O=C(O)C[C@H]1CC[C@H](NC(=O)Nc2ccccc2)[C@@H](CO)O1 returned Cneo AK release 28, ERAP1 HTS inh -2, PglD DTNB 4, RAD54 branch 1, E-sel inducer -0.3, RAD52 anneal inh -8 and PGC1a acetyl inh -1.
COc1cc(/C=C(\C#N)C(N)=O)ccc1OS(=O)(=O)c1ccc(C)cc1 was read as Cneo AK release -1, ERAP1 HTS inh -1, PglD DTNB 3, RAD54 branch -20, RAD52 anneal inh -11, miR-122 sensor -9 and PGC1a acetyl inh -7.
For CCN(C(=O)COC(=O)c1ccccc1NC(=O)c1ccco1)C1CCS(=O)(=O)C1 (configuration not stated) the results were Cneo AK release 0, ERAP1 HTS inh 1, PglD DTNB 9, RAD54 branch 3, RAD52 anneal inh -4, miR-122 sensor 0 and PGC1a acetyl inh 6.
Screening CCN1CCN(CCC(=O)Nc2ccc3c(c2)OCO3)CC1 returned Cneo AK release 9, PglD DTNB 2, RAD54 branch -6, miR-122 sensor 10 and PGC1a acetyl inh -2.
For Cc1cc(Cn2nc(-c3ccccc3)cc2C(=O)NCc2cccc(Br)c2)on1 the results were Cneo AK release 0, ERAP1 HTS inh -3, PglD DTNB 4, RAD54 branch -5, E-sel inducer 0.4, RAD52 anneal inh -17, miR-122 sensor 25 and PGC1a acetyl inh -29.
For CC(C)NC(=O)N1C[C@H]2[C@@H](c3ccccc31)[C@H](CO)N2C(=O)Nc1ccccc1 the results were Cneo AK release -5, PglD DTNB 2, RAD54 branch -12, E-sel inducer 0.3, miR-122 sensor 8[16.7 µM] and PGC1a acetyl inh 2.
Screening Cc1ccccc1C1CC(c2ccc(F)cc2)Nc2nc(N)nn21 (configuration not stated) returned Cneo AK release -2, ERAP1 HTS inh -3, PglD DTNB -3, RAD54 branch -2, E-sel inducer -0.1, RAD52 anneal inh -9, miR-122 sensor 5 and PGC1a acetyl inh 12.
For CCC(C)NC(=S)N(Cc1cc2cc(C)ccc2n2nnnc12)CC(C)(C)NC(C)C (configuration not stated) the results were Cneo AK release 0, PglD DTNB -7, RAD54 branch -1, E-sel inducer 0.0, RAD52 anneal inh 2, miR-122 sensor -5 and PGC1a acetyl inh 3.
`C[C@@H]1CN([C@H](C)CO)C(=O)c2cc(NC(=O)Nc3ccc(F)cc3)ccc2O[C@@H]1CN(C)Cc1ccc(C(=O)O)cc1` gave Cneo AK release -1, ERAP1 HTS inh -1, PglD DTNB 20, RAD54 branch -6, E-sel inducer 1.2, RAD52 anneal inh 5, miR-122 sensor -3[16.7 µM] and PGC1a acetyl inh 1.
Screening Cc1ccccc1S(=O)(=O)N1CCCCN2[C@@H](CO)[C@@H](c3ccc(-c4cncnc4)cc3)[C@@H]2C1 returned Cneo AK release 1, ERAP1 HTS inh 1, PglD DTNB 2, RAD54 branch -2, E-sel inducer -0.2, RAD52 anneal inh -9, miR-122 sensor 0[16.7 µM] and PGC1a acetyl inh -8.
`CCOC(=O)C1CCCN(C(=O)CN2C(=O)COc3ccc(C(C)(C)C)cc32)C1` (configuration not stated) gave Cneo AK release 2, ERAP1 HTS inh 4, PglD DTNB 7, RAD54 branch 2, RAD52 anneal inh -2, miR-122 sensor -1 and PGC1a acetyl inh -1.
For CCN(CC)CCNc1ncnc2c1sc1nc(N3CCCC3)c3c(c12)CC(C)(C)OC3 the results were ERAP1 HTS inh 4, E-sel inducer 1.6, RAD52 anneal inh 79* and PGC1a acetyl inh -10.
`CN1c2ccc(C3=CCCCC3)cc2[C@@H]2[C@@H](CCN2C(=O)C2CCOCC2)[C@H]1CO` gave Cneo AK release 5, ERAP1 HTS inh -2, PglD DTNB 2, RAD54 branch -1, E-sel inducer -0.2, RAD52 anneal inh -31, miR-122 sensor -10[16.7 µM] and PGC1a acetyl inh 2.
`Cc1ccc(S(=O)(=O)Nc2ccc3c(c2)C(=O)N([C@H](C)CO)C[C@H](C)[C@H](CN(C)C(=O)Nc2cccc4ccccc24)OCCCC[C@@H](C)O3)cc1` gave Cneo AK release -1&-1, ERAP1 HTS inh 1, PglD DTNB 1&1, RAD54 branch 3&-4, E-sel inducer inconclusive, RAD52 anneal inh -14&17, miR-122 sensor 1 and PGC1a acetyl inh 1&-4.
`C[C@H](CO)N1C[C@H](C)[C@H](CN(C)S(=O)(=O)c2ccccc2)OCCCC[C@H](C)Oc2ccc(NC(=O)Nc3ccccc3)cc2C1=O` gave Cneo AK release -4, ERAP1 HTS inh 2, PglD DTNB 3, RAD54 branch -3, RAD52 anneal inh -35, miR-122 sensor 7[16.7 µM] and PGC1a acetyl inh -13.
Screening CC(C)(C)N(Cc1cc2ccccc2[nH]c1=O)C(=O)c1cccnc1 returned Cneo AK release 0, PglD DTNB -3, RAD54 branch -7, miR-122 sensor 6 and PGC1a acetyl inh 0.
Screening CCOC(=O)c1c(C)n(C)c2ccc(OCC(O)CN3C(=O)c4ccccc4S3(=O)=O)cc12 (configuration not stated) returned Cneo AK release 0, PglD DTNB 2, RAD54 branch -3, miR-122 sensor -3 and PGC1a acetyl inh 8.
COc1ccccc1CN1CC(C(=O)NC2CCOCC2)CCC1=O (configuration not stated) was read as Cneo AK release -4, ERAP1 HTS inh -3, PglD DTNB 4, RAD54 branch 0, E-sel inducer 1.4 and RAD52 anneal inh -6.
Cc1ccc(OCC(=O)N(Cc2ccccc2)C(C)(C)C)c([N+](=O)[O-])n1 was read as Cneo AK release 2, PglD DTNB -7, RAD54 branch 7, miR-122 sensor -2 and PGC1a acetyl inh -10.
For COCC(=O)N1[C@H](CO)[C@@H](c2ccccc2-c2ccccc2F)[C@@H]1C#N the results were ERAP1 HTS inh 1, E-sel inducer 0.1, RAD52 anneal inh -2 and PGC1a acetyl inh 1.
CC(=O)Nc1ccc(S(=O)(=O)N(C)c2ccc(OCC(=O)Nc3ccccc3C(C)=O)cc2)cc1 was read as Cneo AK release 0, ERAP1 HTS inh -5, PglD DTNB 1, RAD54 branch -20 and RAD52 anneal inh -15.
For CN(Cc1ccccc1)C(=O)c1csc([C@@H]2C[C@H](O)[C@@H](CO)O2)n1 the results were Cneo AK release 10, ERAP1 HTS inh 1, PglD DTNB 0, RAD54 branch 1, E-sel inducer 0.2 and RAD52 anneal inh -14.
Screening O=C/C=C/c1ccc(/C=C/c2ccccc2)cc1 returned Cneo AK release -31, ERAP1 HTS inh 2, RAD52 anneal inh -12 and PGC1a acetyl inh -35.
O=C(CSc1nnc(CNC(=O)c2cccs2)o1)NCc1ccc(F)cc1 was read as Cneo AK release 1, PglD DTNB 1, RAD54 branch -11, miR-122 sensor 1 and PGC1a acetyl inh 26.
`O=C(C[C@H]1C[C@H]2c3cc(NC(=O)C4CCC4)ccc3O[C@H]2[C@@H](CO)O1)NCCc1ccccc1` gave Cneo AK release 12, ERAP1 HTS inh 0, PglD DTNB 0, RAD54 branch 4, E-sel inducer -0.4, RAD52 anneal inh 10, miR-122 sensor -1[16.7 µM] and PGC1a acetyl inh -4.
Screening CCc1nn(C)c(-c2n[nH]c(=S)n2N)c1Cl returned Cneo AK release 7, PglD DTNB 6, RAD54 branch 4, miR-122 sensor -2 and PGC1a acetyl inh 4.
Screening COc1cc(F)ccc1-c1csc(C(O)c2ccc(F)c(F)c2)n1 (configuration not stated) returned Cneo AK release 1, ERAP1 HTS inh -1, PglD DTNB -1, RAD54 branch -5, RAD52 anneal inh 1, miR-122 sensor -3 and PGC1a acetyl inh 14.

2 consecutive records already listed:
Screening CCc1nn(C)c(-c2n[nH]c(=S)n2N)c1Cl returned Cneo AK release 7, PglD DTNB 6, RAD54 branch 4, miR-122 sensor -2 and PGC1a acetyl inh 4.
Screening COc1cc(F)ccc1-c1csc(C(O)c2ccc(F)c(F)c2)n1 (configuration not stated) returned Cneo AK release 1, ERAP1 HTS inh -1, PglD DTNB -1, RAD54 branch -5, RAD52 anneal inh 1, miR-122 sensor -3 and PGC1a acetyl inh 14.
